Screening results: PubChem, several laboratories
PhoP inhibition – PhoP-dependent GFP reporter repression – Salmonella Typhimurium, primary screen (AID 1863). 300,000 tested, 0.16% active. inhibition, % at 50 µM, or IC50 in µM where a hit was titrated. S. Typhimurium PhoP-regulated promoter GFP reporter, 4 h; higher % means a stronger effect;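 active means inhibition over 29.93%, a cutoff 3 SD above the screen mean, later confirmed by dose response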;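 further: 0% = low Mg2+ inducing control and 100% = high Mg2+ repressing control; strong numbers were not always called active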
human PMI inhibition – inhibitors of human PMI, primary screen, biochemical, fluorescence intensity, coupled assay (AID 1209). purified PMI enzyme, coupled fluorescence intensity; higher % means a stronger effect. inhibition, % at 20 µM; hits with a dose series show IC50 in µM. 190,000 tested, 0.42% active;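 further: plate controls were DMSO vehicle for no effect and wells lacking substrate for full effect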
PMI inhibition – MPI inhibition at elevated mannose 6-phosphate – biochemical, fluorescence intensity, high mannose 6-phosphate, primary screen (AID 1220); recombinant PMI enzyme, coupled fluorescence intensity; higher % means a stronger effect; inhibition, % at 20 µM; hits with a dose series show IC50 in µM; 190,000 tested, 0.66% active
RSV antiviral HEp-2 – RSV antiviral activity via CPE protection, HEp-2 cells, primary 10 µM value included (AID 2391); HEp-2 cells, RSV-induced CPE inhibition; higher % means a stronger effect; CPE inhibition, % at 10 µM; hits with a dose series show IC50 in µM; 310,000 tested, 0.13% active; in the data active means a potency from the dose series; further: strong numbers were not always called active
XIAP antagonists – XIAP antagonists, biochemical, IAP family, fluorescence polarization (AID 1018); XIAP BIR domain, fluorescence polarization peptide displacement; higher % means a stronger effect; displacement, % at 20 µM; hits with a dose series show IC50 in µM; 200,000 tested, 0.007% active; in the data active means displacement above about 50%; further: a part of the inactive calls stands beside numbers as strong as those of hits
Myeloid diff 2 – promotes myeloid progenitor differentiation; AID 624256; ER-HoxA9 myeloid progenitors, lysozyme-GFP differentiation, flow cytometry; calls only at 10 µM; 360,000 tested, 1% active;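 active means normalized GFP-positive differentiation at or above the plate's own cutoff, the solvent-only control mean plus 3 SD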;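 further: cells exposed to compound for four days before flow analysis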
TNAP activation fold – human TNAP enzyme activators, primary screen, biochemical, luminescent, no phosphate acceptor, uHTS (AID 1001) | purified TNAP, luminescent activation assay, no phosphate acceptor; higher activation fold means a stronger effect | one-dose activation fold at 20 µM; EC50 in µM for titrated hits | 200,000 tested, 0.03% active; in the data active means activation fold from about 3, or a potency from the dose series; inactive means the rest, 99 in 100 with activation fold below about 1.6; further: many of its hits are not listed in these tables
WT yeast gro inh – growth inhibition of WT yeast, mitochondrial fusion screen; inhibition, % at 10 µM; mitochondrial fusion phenotypic screen, WT strain; 190,000 tested, 2.1% active; AID 1362; in the data active means inhibition above about 58%; tested in S. cerevisiae
SIAH1 antagonists – Siah-1 peptide-binding antagonists, primary screen, biochemical, fluorescence polarization, rhodamine-plectin, uHTS (AID 1817). Siah-1 / rhodamine-plectin peptide fluorescence polarization; higher % means a stronger effect. one-dose displacement, % at 20 µM; IC50 in µM for titrated hits. 290,000 tested, 0.02% active;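 active means displacement of at least 50% at 20 µM, with a fluorescence ratio check between 0.3 and a set limit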;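 further: plate controls were Siah plus tracer with DMSO for no effect and tracer alone without Siah for full effect; strong numbers were not always called active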
WT yeast gro inh mutant strain – second read-out of WT yeast gro inh, no call of its own (marks repeat the call); inhibition, %; mitochondrial fusion phenotypic screen, mutant strain inhibition
Myeloid diff 2 GFP+ MAC1+ % – further read-out of Myeloid diff 2, marked with its call; GFP+ MAC1+ double positive, %; measured here: differentiation confirmed by MAC1 staining
Starred values were filed as active, the others as inactive; i = inactive; . = no result given; + = active, no number. Unless noted, no stated cut-off is given here; in the data, active means inhibition above about 50%; inactive means the rest.

compound,Myeloid diff 2,human PMI inhibition,SIAH1 antagonists,XIAP antagonists,PhoP inhibition,RSV antiviral HEp-2,WT yeast gro inh,Myeloid diff 2 GFP+ MAC1+ %,WT yeast gro inh mutant strain,TNAP activation fold,PMI inhibition
Cc1[nH]n(C(C)(C)C)c(=O)c1Sc1ccc(Cl)cc1,i,-11.5%,3.0%,-0.8%,5.5%,2.3%,60.7*,3.2,52.6*,1,4.9%
COCCNC(=O)CCC1CCN(Cc2cccc(-c3ccc(C)o3)c2)CC1,i,.,2.3%,.,-7.7%,5.3%,.,0.5,.,.,.
CC(C)CNC(=S)NC(=O)c1ccc(Cl)cc1,i,8.5%,7.0%,5.5%,-2.9%,8.4%,18.5,0.2,32.8,1,5.8%
Cc1[nH]c2ccccc2c1SCC(=O)O,i,5.0%,-4.9%,-2.5%,-7.1%,2.8%,-16.3,1.0,-7.7,1.1,7.2%
O=C(c1cc(COc2ccccc2)on1)N1CCCC(OCc2cccnc2)C1 (stereo unspecified),i,.,-0.7%,.,2.9%,0.3%,.,0.5,.,.,.
CC1(C)C(=O)N(OCc2ccccc2)C(C)(C)C(=O)N1OCc1ccccc1,i,6.9%,-2.1%,-8.4%,7.7%,1.5%,-4.4,0.6,-13.4,1.1,-1.9%
O=C1CCCN1CC(O)CS(=O)(=O)Cc1ccccc1 (stereo unspecified),i,.,2.0%,.,-2.7%,3.1%,.,1.0,.,.,.
CC(NC(=O)C(C)(C)C)C(c1cccs1)N1CCN(Cc2ccccc2)CC1 (stereo unspecified),i,.,0.2%,.,-8.1%,0.5%,.,0.3,.,.,.
CC(=O)Nc1ccccc1OC(C)C(=O)N1CCC(C)CC1 (stereo unspecified),i,-10.5%,1.5%,-5.1%,3.4%,0.9%,-7.5,0.9,7.6,1.1,8.3%
COc1ccc(/C=C(\CC(=O)O)c2nc3ccccc3o2)cc1,i,-27.3%,-2.6%,-1.3%,-8.9%,-1.0%,-1.8,0.1,11.2,1,-10.7%
COc1ccccc1N1CCN(c2ncc(C(=O)N3CCN(c4cccc(Cl)c4)CC3)c3ccccc23)CC1,i,-6.4%,15.9%,-4.3%,-5.9%,1.9%,58.9*,0.0,46.3*,0.9,-9.8%
COc1ccc(S(=O)(=O)N2CCN(CCO)CC2)cc1-c1nnc2c3ccccc3c(C)nn12,i,5.0%,2.3%,0.1%,8.6%,4.08µM*,11.2,1.7,-5.2,1,-4.4%
Cc1cc(OC(=O)c2ccc(OC(C)C)cc2)c([N+](=O)[O-])c(=O)[nH]1,i,.,-1.7%,.,-7.1%,1.4%,.,0.5,.,.,.
CCc1nnc(NS(=O)(=O)c2ccc(NC(=O)c3cc(Cl)ccc3OC)cc2)s1,i,.,0.2%,.,-8.1%,1.3%,.,0.7,.,.,.
CC(C)(C)C(=O)COC(=O)c1cc(-c2cccnc2)nc2ccccc12,i,-14.0%,-3.0%,-5.2%,-4.1%,3.4%,47.2,0.4,32.9,1.1,-5.5%
O=C1c2cccc3c(N4CCCCC4)ccc(c23)C(=O)N1c1ccc(O)cc1,+,9.0%,11.2%,-0.9%,-1.6%,4.6%,42.3,1.2*,32.9,1.1,13.6%
O=C(COC(=O)c1c2c(nc3ccccc13)CCCC2)c1ccc(Br)s1,i,6.9%,-5.2%,-10.1%,-1.0%,10.7%,38.7,0.8,32.4,1,4.8%
Cc1cc(C)cc(N(C(=O)c2snc(C(N)=O)c2N)C(C(=O)NCC2CCCO2)c2ccc(C)o2)c1 (stereo unspecified),i,.,4.3%,.,1.6%,1.9%,.,1.8,.,.,.
O=C1CSC(c2ccccn2)N1c1ccc(C(F)(F)F)cc1 (stereo unspecified),i,.,16.7%,.,-1.5%,0.5%,.,1.4,.,.,.
O=C(OCc1cc2ccccc2[nH]c1=O)C1CCCO1 (stereo unspecified),i,8.9%,3.8%,-6.6%,0.6%,4.2%,-6.7,0.9,0.1,1.1,6.8%
CCOn1c(SCC)nc2ccccc2c1=O,i,11.6%,-3.7%,-3.9%,5.6%,2.2%,10.8,0.8,-2.5,1.1,10.1%
O=C(O)C1=C[C@H](c2ccc(F)cc2)C[C@H](OCc2ccc(CO)cc2)O1,i,.,1.7%,.,-1.3%,1.7%,.,1.1,.,.,.
Cc1ccc(OCC(=O)Nc2cnn(CCCC(=O)O)c2)c([N+](=O)[O-])c1,i,-18.2%,4.8%,-3.2%,-1.4%,0.7%,0.4,0.1,3.0,1.1,-14.9%
C#CCOC(=O)/C(=C/C=C/c1ccccc1)NC(=O)c1ccccc1,i,5.2%,-7.4%,-3.8%,-0.6%,2.3%,10.8,0.3,-0.8,1.2,3.2%
CCC1CCCCN1CCCNC(=O)C1CCC(Cn2c(=O)[nH]c3ccccc3c2=O)CC1 (stereo unspecified),i,-1.7%,1.3%,-4.9%,-16.8%,-0.1%,19.8,3.1,27.4,1,-2.8%
CN(CCO)c1ncnc2c1sc1nc(N3CCOCC3)c3c(c12)CCC3,i,.,-5.2%,.,-7.3%,2.2%,.,0.7,.,.,.
COc1ccc2sc(NC(=O)NC(=O)c3c(Cl)cccc3Cl)nc2c1,i,.,-1.1%,.,-12.8%,38.6%,.,0.7,.,.,.
O=C(NC1CC1)C1=C[C@@H](c2c[nH]c3ccccc23)C[C@@H](OCc2ccc(CO)cc2)O1,i,.,-4.3%,.,-6.4%,6.6%,.,2.7,.,.,.
CCCC(=O)Nc1cc(C(=O)O)ccc1S(=O)(=O)c1ccc(Cl)cc1,i,-13.5%,1.1%,2.2%,-2.0%,1.1%,-6.1,0.6,-10.7,1.1,-10.3%
Cc1cc(-c2ccc(C)c(S(=O)(=O)NCc3ccc(OC(C)C)cc3)c2)on1,i,.,5.2%,.,-0.2%,15.9%,.,0.8,.,.,.
CC(C)(C)c1cc(C(=O)NCc2cc(F)cc3c2OCOC3)n(Cc2ccccc2)n1,i,.,0.5%,.,-12.1%,18.4%,.,0.3,.,.,.
CCOc1ccc(N(CC)C(=O)c2cn(CC)c(=O)c3cc(OC)c(OC)cc23)cc1,i,.,2.6%,.,-2.3%,2.4%,.,0.9,.,.,.
COc1ccc(CNCc2cc3c(cc2[N+](=O)[O-])OCO3)cc1,i,.,-2.9%,.,12.6%,1.8%,.,0.6,.,.,.
O=S(=O)(c1ccc(OCc2nc3ccccc3s2)c(Cl)c1)N1CCOCC1,i,5.4%,-0.3%,-8.8%,-18.1%,0.4%,7.1,0.8,1.9,1,-1.5%
CC(=O)Nc1ccc(NC(=O)C/C(C)=N/NC(=O)COc2cc(C)c(Br)cc2Br)cc1,i,.,-2.9%,.,4.7%,4.5%,.,0.2,.,.,.
COc1ccc(S(=O)(=O)N2CCN(Cc3ccc4c(c3)OCO4)CC2)cc1F,i,.,-2.8%,.,0.1%,5.3%,.,2.3,.,.,.
O=C(C[n+]1cccc(CNC(=O)c2ccc(OC(F)F)cc2)c1)c1ccccc1,i,-4.0%,-0.1%,-3.0%,2.1%,0.0%,-1.1,0.7,4.3,1.1,2.9%
CNc1nc(OC)nc(N(C#N)CN2C(=O)c3ccccc3S2(=O)=O)n1,i,-12.4%,1.9%,-17.2%,7.1%,1.6%,1.7,0.3,-15.9,0.9,4.4%
CN(CCCNC(=O)CCCOc1cc(=O)n(C)c2ccccc12)Cc1ccccc1,i,-11.5%,-1.9%,-3.8%,-4.7%,1.2%,7.7,0.2,9.2,1,-8.6%
Cc1ccc(C(C)C)c(OCc2nc(-c3nonc3N)no2)c1,i,13.3%,0.2%,-11.8%,7.8%,-0.2%,13.0,1.1,5.4,1.1,14.9%
COc1ccc(CCNc2nc(C)cc(C)n2)cc1OC,i,.,2.7%,.,-1.8%,-0.3%,.,0.7,.,.,.
Cc1ccc(OCCOCCN(C)C)c(Cl)c1,i,-4.8%,-3.2%,-4.4%,10.7%,0.4%,3.5,1.4,12.1,1.1,-8.8%
COc1ccc2[nH]c(=O)c(CN(CCN3CCCC3)C(=O)Nc3ccccc3Cl)cc2c1,.,-0.4%,-0.9%,-6.8%,4.0%,2.6%,12.8,.,-7.0,1.1,20.1%
CC(=O)n1nc(-c2ccc(Cl)cc2)nc1NCc1ccco1,i,3.3%,-2.8%,-7.9%,-2.4%,5.4%,-13.7,2.1,-41.9,0.9,6.2%
CCOC(=O)COc1ccc(Br)cc1/C=C\c1[nH]c(=O)[nH]c(=O)c1[N+](=O)[O-],i,3.8%,-4.2%,-6.6%,11.5%,7.2%,2.2,0.3,-19.4,1.1,19.0%
CCOC(=O)C1(CCCc2ccccc2)CCN(C(=O)c2cc(C)nc(C)n2)CC1,i,5.5%,1.7%,-5.6%,.,-0.6%,-9.3,0.8,-0.2,1.1,-0.2%
O=C1NC2(CCCC2)N=C1c1ccc(F)cc1,i,8.0%,3.0%,-2.3%,0.5%,1.0%,-5.3,0.7,3.5,1.1,0.2%
CCOC(=O)CSc1nc2nc(C)cc(C)n2n1,i,12.4%,4.4%,1.0%,5.2%,1.1%,-5.5,3.4,-0.3,1.1,16.6%
COc1ccc(NC(=O)c2ccc(Br)c(S(=O)(=O)N3CCOCC3)c2)cc1,i,.,-5.0%,.,6.7%,6.2%,.,0.0,.,.,.
COc1ccc(NC(=O)CCCn2cnc3ccccc3c2=O)c(OC)c1,i,.,-0.5%,.,-1.5%,0.7%,.,1.1,.,.,.

Grouped by structure: the compounds so far containing fluorine
compound,Myeloid diff 2,human PMI inhibition,SIAH1 antagonists,XIAP antagonists,PhoP inhibition,RSV antiviral HEp-2,WT yeast gro inh,Myeloid diff 2 GFP+ MAC1+ %,WT yeast gro inh mutant strain,TNAP activation fold,PMI inhibition
O=C1CSC(c2ccccn2)N1c1ccc(C(F)(F)F)cc1 (stereo unspecified),i,.,16.7%,.,-1.5%,0.5%,.,1.4,.,.,.
O=C(O)C1=C[C@H](c2ccc(F)cc2)C[C@H](OCc2ccc(CO)cc2)O1,i,.,1.7%,.,-1.3%,1.7%,.,1.1,.,.,.
CC(C)(C)c1cc(C(=O)NCc2cc(F)cc3c2OCOC3)n(Cc2ccccc2)n1,i,.,0.5%,.,-12.1%,18.4%,.,0.3,.,.,.
COc1ccc(S(=O)(=O)N2CCN(Cc3ccc4c(c3)OCO4)CC2)cc1F,i,.,-2.8%,.,0.1%,5.3%,.,2.3,.,.,.
O=C(C[n+]1cccc(CNC(=O)c2ccc(OC(F)F)cc2)c1)c1ccccc1,i,-4.0%,-0.1%,-3.0%,2.1%,0.0%,-1.1,0.7,4.3,1.1,2.9%
O=C1NC2(CCCC2)N=C1c1ccc(F)cc1,i,8.0%,3.0%,-2.3%,0.5%,1.0%,-5.3,0.7,3.5,1.1,0.2%

Given with each value named: part of the list above
Cc1ccc(OCCOCCN(C)C)c(Cl)c1
  Myeloid diff 2: i
  human PMI inhibition: -4.8%
  SIAH1 antagonists: -3.2%
  XIAP antagonists: -4.4%
  PhoP inhibition: 10.7%
  RSV antiviral HEp-2: 0.4%
  WT yeast gro inh: 3.5
  Myeloid diff 2 GFP+ MAC1+ %: 1.4
  WT yeast gro inh mutant strain: 12.1
  TNAP activation fold: 1.1
  PMI inhibition: -8.8%

COc1ccc2[nH]c(=O)c(CN(CCN3CCCC3)C(=O)Nc3ccccc3Cl)cc2c1
  Myeloid diff 2: .
  human PMI inhibition: -0.4%
  SIAH1 antagonists: -0.9%
  XIAP antagonists: -6.8%
  PhoP inhibition: 4.0%
  RSV antiviral HEp-2: 2.6%
  WT yeast gro inh: 12.8
  Myeloid diff 2 GFP+ MAC1+ %: .
  WT yeast gro inh mutant strain: -7.0
  TNAP activation fold: 1.1
  PMI inhibition: 20.1%

No enrichment for hits (roughly 3.1% active in at least one column).
